Source: PubChem BioAssay
MEP2-GFP yeast: alters MEP2-GFP fluorescence in TOR pathway yeast screen; hit rate 0.51% among 330,000; S. cerevisiae MEP2-GFP strain, flow cytometry GFP, 3 h; 100% = DMSO control level; GFP response vs DMSO, % at 10 µM; AID 2016;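 active = GFP response versus DMSO above a set limit, roughly screen mean plus 3 SD, cut at about 180% in these data; inconclusive = fewer than 70 cells counted for a yeast strain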;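 also: median GFP fluorescence of the barcode-gated MEP2-GFP cells per well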
CIT2 TOR yeast: modulators of TOR pathway CIT2-GFP in S. cerevisiae. S. cerevisiae CIT2-GFP strain, flow cytometry, 3 h; 100 means same as DMSO wells. GFP response vs DMSO, % at 10 µM. hit rate 0.065% among 320,000. AID 2029;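 active = GFP response relative to DMSO above a set limit, near the screen mean plus 3 SD, cut at about 150% in these data; inconclusive = Fewer than 70 cells measured for a yeast strain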;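 also: ratio of well median GFP fluorescence to mean of DMSO wells on the plate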
proCasp3 act: activates human procaspase-3 | P42574 | recombinant procaspase-3 D3A, Ac-DEVD-pNA absorbance 405 nm | activation, % at 8.5 µM | hit rate 0.11% among 330,000;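 active = activation above the mean of all tested compounds plus 3 SD, cut at about 21% in these data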;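 also: 0% = DMSO alone and 100% = DMSO wells spiked with extra 5 µM PC-3 D3A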
Target sequence (P42574 whole entry D9A/D28A/D175A): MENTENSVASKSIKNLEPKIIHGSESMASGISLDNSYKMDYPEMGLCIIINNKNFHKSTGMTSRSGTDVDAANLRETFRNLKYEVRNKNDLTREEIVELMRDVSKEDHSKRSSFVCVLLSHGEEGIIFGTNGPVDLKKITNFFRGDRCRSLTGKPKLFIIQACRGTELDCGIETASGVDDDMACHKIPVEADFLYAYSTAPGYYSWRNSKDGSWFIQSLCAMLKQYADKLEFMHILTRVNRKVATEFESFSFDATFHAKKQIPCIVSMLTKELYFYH
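Evaluation: percent activation relative to control range; Material: Procaspase-3 D3A mutant, all three cleavage aspartates alanine; Compound: single dose, 8.5 µM nominal compound, 0.8% DMSO; Replication: one well per compound; Signal: absorbance at 405 nm, 0 and 120 min; Schedule: 1 h preincubation plus 2 h reaction at 25 °C.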
AGP1-GFP MLPCN: alters AGP1-GFP fluorescence in TOR pathway yeast screen | S. cerevisiae AGP1-GFP multiplex flow cytometry, 3 h; GFP as percent of DMSO wells | GFP response vs DMSO, % at 10 µM | hit rate 0.02% among 320,000 | AID 2066;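 active = GFP response relative to DMSO above a set limit, near screen average plus 3 SD, cut at about 150% in these data; inconclusive = fewer than 70 cells counted for the yeast strain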;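 also: median GFP channel fluorescence of the gated AGP1 strain per well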
AHR act: activates the human aryl hydrocarbon receptor. AHR-responsive luciferase reporter cells, luminescence. activation, % at 5 µM. hit rate 2.5% among 320,000. AID 2796; in the data active = activation above about 47%;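 also: 0% = vehicle wells and 100% = reference agonist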
RPL19A-GFP yeast: modulators of TOR pathway RPL19A-GFP in S. cerevisiae; S. cerevisiae RPL19A-GFP strain, flow cytometry, 3 h; active compounds read low; percent response vs DMSO, % at 10 µM; hit rate 0.3% among 330,000; AID 2025;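 active = percent response vs DMSO below 50%; inconclusive = fewer than 70 events counted for the yeast strain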;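 also: median channel GFP fluorescence of the barcoded RPL19A-GFP strain; ratio of sample median GFP to plate DMSO average so 100% = DMSO; lower means less RPL19A-GFP as with rapamycin TOR inhibition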
LAP4 TOR yeast: alters LAP4-GFP fluorescence in TOR pathway yeast screen; AID 2023; GFP response vs DMSO, % at 10 µM; S. cerevisiae LAP4-GFP multiplex, flow cytometry GFP, 3 h; median GFP as percent of DMSO wells; hit rate 0.34% among 320,000;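 active = GFP response vs DMSO above a set limit, about the screen mean plus 3 SD, cut at about 150% in these data; inconclusive = under 70 cell events counted for the yeast strain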
proCasp7 act: counter-screen: procaspase-7 (human) activation. P55210. recombinant procaspase-7, Ac-DEVD-pNA absorbance 405 nm; D23A/D198A/D206A triple mutant, cannot self-cleave; scale: DMSO 0, 5 µM enzyme 100. activation, % at 8.5 µM. hit rate 0.093% among 330,000. AID 463210;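 active = percent activation above the screen-wide mean plus 3 SD, cut at about 25% in these data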
Target sequence (P55210 whole entry D23A/D198A/D206A): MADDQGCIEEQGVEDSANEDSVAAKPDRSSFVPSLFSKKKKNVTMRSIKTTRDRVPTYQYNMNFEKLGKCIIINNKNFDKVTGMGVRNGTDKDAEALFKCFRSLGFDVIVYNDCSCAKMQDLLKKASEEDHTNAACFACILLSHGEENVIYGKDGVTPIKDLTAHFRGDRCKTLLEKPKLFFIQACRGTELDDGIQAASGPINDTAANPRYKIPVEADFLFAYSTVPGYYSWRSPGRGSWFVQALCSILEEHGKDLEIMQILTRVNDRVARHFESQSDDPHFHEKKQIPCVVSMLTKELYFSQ
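Test system: Procaspase-7 triple mutant (PC-7 D3A). Also added: Ac-DEVD-pNA substrate, 400 µM as added. Schedule: 1 h enzyme–compound preincubation and 2 h substrate reaction, both 25 °C. Signal: p-Nitroaniline absorbance at 405 nm, read at 0 and 120 min. Control set: low DMSO alone, high DMSO plus 5 µM PC-7.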
An asterisk follows results filed as active; ? = inconclusive; nt = not tested or not shown.

SMILES	MEP2-GFP yeast	CIT2 TOR yeast	proCasp3 act	AGP1-GFP MLPCN	AHR act	RPL19A-GFP yeast	LAP4 TOR yeast	proCasp7 act
CC(C)Cc1cc(C(=O)Nc2ccc(Br)cc2)no1	99	95	8	103	-4	99	120	0
CCC(C)NC(=O)c1ccccc1NC(=O)c1ccc(CSc2ccc(C)cc2)cc1 (configuration not stated)	98	99	7	94	0	93	93	-17
CN(C)CCNc1ncnc2c1cnn2-c1ccc(Cl)cc1	102	96	9	98	43	101	102	-7
CC(c1ccccc1)n1cc(C(=O)NCc2ccccn2)nn1 (configuration not stated)	107	100	6	100	-1	95	94	-5
Cc1ccc(S(=O)(=O)C2(C(=O)N3CCN(c4cc(C)ccc4C)CC3)CC2)cc1	99	91	0	100	2	95	95	16
CCCC[C@@H]1CN=C(N)N1CCc1cc(C(F)(F)F)cc(C(F)(F)F)c1	111	103	8	102	1	105	96	2
O=C(O)c1cc(O)c2c(c1)[C@H]([C@H]1c3cc(C(=O)O)cc(O)c3C(=O)c3c(O[C@@H]4O[C@H](CO)[C@@H](O)[C@H](O)[C@H]4O)cccc31)c1cccc(OC3O[C@H](CO)[C@@H](O)[C@H](O)[C@H]3O)c1C2=O (some centres not stated)	96	82	-9	88	9	101	106	-2
N#Cc1ccccc1NCC(=O)N1CCN(S(=O)(=O)c2ccccc2)CC1	101	111	-1	108	3	104	111	9
Cc1ccccc1Nc1nnc(SCC(=O)Nc2ncc(C(F)(F)F)cc2Cl)s1	113	113	-1	102	-4	109	91	-6
COC(=O)C1=C(Nc2cc(Cl)cc(Cl)c2)CSC1	86	97	0	99	0	90	102	-3
O=C(O)/C=C/c1ccc([N+](=O)[O-])o1	94	nt	2	77	-3	85	103	-11
NNc1nnc(-c2ccccc2)c(-c2ccccc2)n1	97	96	1	97	2	96	107	-2
Cc1cc(C)nc(/N=C2/NC(=O)CS2)n1	93	96	-11	92	6	95	92	-14
CN(CC(=O)Nc1ccc(F)cc1)C(=O)CSc1nc2ncc(Cl)cc2[nH]1	102	97	9	109	6	103	101	1
Cc1c(OC(C)C(=O)NCCCN2CCOCC2)ccc2c3c(c(=O)oc12)CCCC3 (configuration not stated)	108	100	3	99	-2	98	102	7
Cc1ccc(N(CC(=O)NC2CCCC2)C(=O)CNC(=O)c2cccs2)c(C)c1	101	93	0	97	0	102	89	-4
COc1cccc2[nH]c3c(N4CCCC(C)C4)ncnc3c12 (configuration not stated)	113	102	9	102	81*	102	110	-16
CCOc1ccc(-c2nnc(-c3cccnc3)o2)cc1OCC	100	97	3	nt	12	96	108	5
COc1ccc(CNC(=O)CC2C(=O)NCCN2C2Cc3ccccc3C2)cc1 (configuration not stated)	107	107	-13	113	1	106	107	-5
Nc1c(Cl)ncnc1N/N=C/c1ccnc2ccccc12	106	99	-3	91	7	97	89	-2
Cc1ccc(C)c(OCc2cc(C(=O)N(C)Cc3nccn3C)no2)c1	95	102	2	96	12	101	90	1
CCNc1nc(N)nc(-c2cc(Cl)ccc2O)n1	172	93	1	138	28	92	98	-1
Cc1ccc(C)c(N2CCN(S(=O)(=O)c3ccc4c(c3)CC(=O)N4C)CC2)c1	107	94	5	92	-2	96	94	10
O=C(NC1CCCCNC1=O)c1ccco1 (configuration not stated)	96	111	-3	104	1	96	113	8
CCCC(=O)NNC(=O)c1ccoc1C	106	114	0	108	0	112	105	-3
(list continues)
SMILES	MEP2-GFP yeast	CIT2 TOR yeast	proCasp3 act	AGP1-GFP MLPCN	AHR act	RPL19A-GFP yeast	LAP4 TOR yeast	proCasp7 act
CCOC(=O)c1c(C)[nH]c(C(=O)OCC(=O)NCc2ccc(F)cc2)c1C	90	91	-4	95	10	92	93	-9
O=C(NCCc1cccs1)C1CC(c2ccccc2[N+](=O)[O-])=NO1 (configuration not stated)	92	89	6	88	13	100	110	4
CCOC(=O)c1ccc(N2C(=O)C(CC(N)=O)N(CCc3ccc(OC)c(OC)c3)C2=S)cc1 (configuration not stated)	102	109	1	105	9	104	98	-35
Cc1ccc(S(=O)(=O)N2CCN(C(=O)CCC(=O)NCCc3ccc(S(N)(=O)=O)cc3)CC2)c(C)c1	87	86	8	81	2	93	80	2
COCCCn1c(SCC(=O)NC2CCCC2)nnc1-c1ccco1	98	102	4	100	0	95	93	6
COCCn1c(SCC(=O)c2ccc3c(c2)OCCO3)nnc1-c1ccco1	98	102	-5	101	-1	97	98	1
CCOC(=O)c1ccsc1NC(=O)CCS(=O)(=O)c1ccccc1	96	92	0	93	1	96	101	-6
Cc1cc(C(=O)NNC(=O)c2cccc(S(=O)(=O)N3CCOCC3)c2)c2ccccc2n1	106	114	2	121	1	98	109	8
CCOc1ccc(NC(=O)CSc2nc(C)cc(C)n2)cc1	107	100	-2	100	0	104	106	7
CC(=O)Nc1cccc(NC(=O)c2cccc(S(=O)(=O)N3CCN(Cc4ccccc4)CC3)c2)c1	94	93	-6	99	15	92	104	-5
Cc1nc2ccccc2n1CC(O)Cn1c2ccccc2c2ccccc21 (configuration not stated)	89	103	-1	104	2	101	98	0
O=C(CCC1CCCC1)NCCCN1CCOCC1	90	81	-1	89	1	87	89	7
COc1ccc(OC(=O)CN2C(=O)C3C4CCC(C4)C3C2=O)cc1 (configuration not stated)	102	99	9	90	10	99	89	-2
CN(Cc1ccc(Cl)c(Cl)c1)C(=O)C1CSC2(C)CCC(=O)N12 (configuration not stated)	98	96	2	99	2	95	99	9
O=C(NNC(=S)Nc1ccc(F)cc1)c1ccccc1OC(F)F	103	98	-5	105	92*	101	101	6
C=CCNC(=S)NNC(=O)c1ccc(OCC(C)C)cc1	95	88	-3	93	1	93	97	-9
Cc1ccc(S(=O)(=O)NC2CCCc3ccccc32)cc1C (configuration not stated)	103	98	0	102	6	103	104	7
O=C(NCCN1CCOCC1)c1ccc(Cl)cc1O	99	107	1	102	4	103	101	-3
CCOC(=O)C1CCN(S(=O)(=O)c2ccccc2[N+](=O)[O-])CC1	96	99	8	112	0	98	112	3
O=C(O)c1cnc2[nH]c3ccccc3n2c1=O	104	94	-6	102	1	97	98	-1
Cc1ccc(C(=O)NCc2cccs2)cc1S(=O)(=O)N1CCCCC1	97	93	8	98	0	98	97	5
Cc1cccc(NC(=S)NCc2cccn2C)c1	103	101	5	101	0	102	107	-8
O=C(COc1ccc(Cl)cc1Br)Nc1nnc(C2CC2)s1	84	85	4	85	-2	90	94	1
CCC(=O)Nc1nc2ccccc2n1Cc1ccc(C)cc1	93	103	4	94	1	92	93	9
Cc1cc(C(=O)CSc2nnc(N)s2)c(C)n1Cc1cccs1	93	86	0	95	-8	96	95	-2

Complete entries, quoted from the list.
Cc1cccc(NC(=S)NCc2cccn2C)c1 across the screens: MEP2-GFP yeast: 103; CIT2 TOR yeast: 101; proCasp3 act: 5; AGP1-GFP MLPCN: 101; AHR act: 0; RPL19A-GFP yeast: 102; LAP4 TOR yeast: 107; proCasp7 act: -8
Cc1cc(C(=O)NNC(=O)c2cccc(S(=O)(=O)N3CCOCC3)c2)c2ccccc2n1 across the screens: MEP2-GFP yeast: 106; CIT2 TOR yeast: 114; proCasp3 act: 2; AGP1-GFP MLPCN: 121; AHR act: 1; RPL19A-GFP yeast: 98; LAP4 TOR yeast: 109; proCasp7 act: 8

Next part.
SMILES	MEP2-GFP yeast	CIT2 TOR yeast	proCasp3 act	AGP1-GFP MLPCN	AHR act	RPL19A-GFP yeast	LAP4 TOR yeast	proCasp7 act
CCOc1ccc(C(C)C)cc1S(=O)(=O)N1CCN(C(=O)c2ccco2)CC1	107	106	-4	103	2	106	103	-6
O=C(O)CSCC(=O)c1ccccc1	99	93	-6	94	-1	94	100	-2
CCS(=O)(=O)N1CCC(C(=O)NCc2ccc3c(c2)OCO3)CC1	97	102	7	101	-1	102	88	4
CCc1ccccc1-n1nnnc1SCC(=O)Nc1cc(C)on1	106	105	-2	107	1	106	97	-5
CCOc1ccc(N(CC(=O)NCc2ccccc2)S(C)(=O)=O)cc1	112	111	-3	nt	2	108	111	5
CCC(=O)Nc1c(OC(=O)CC)ccc2c(C)cc(=O)oc12	106	101	-22	101	7	100	103	0
O=C(COC(=O)CSc1ccc([N+](=O)[O-])cc1)NC1CCCCCCC1	104	104	2	115	0	104	113	0
CC(C)C(c1nnnn1Cc1cccs1)N1CCN(C2CCCC2)CC1 (configuration not stated)	96	92	-10	92	2	99	89	-11
COc1cc2sc3ccc(C#Cc4ccccn4)cc3c(=O)c2cc1OC	93	88	-6	84	4	101	127	-2
CC(=O)c1ccc(S(=O)(=O)N2CCN(C(=O)c3ccc(N)c([N+](=O)[O-])c3)CC2)cc1	107	104	-1	104	0	106	105	19
CCCC(C(=O)OCC)P(=O)(c1ccccc1)c1ccccc1 (configuration not stated)	107	88	1	106	0	99	100	8
CCCc1cc(=O)[nH]c(SCC(=O)Nc2cc3c(cc2C(C)=O)OCO3)n1	99	94	-3	96	5	100	100	3
O=C(CN1C(=O)NC2(CCc3ccccc32)C1=O)Nc1cccc(F)c1 (configuration not stated)	95	100	-5	97	6	95	98	0
Cc1cccc(OCCOC(=O)Nc2ccccc2)c1	100	83	8	93	-5	100	109	2
O=c1[nH]c2ccccc2n2c(C(F)(F)F)nnc12	106	96	-7	100	4	105	90	4
N#Cc1c(N)nc2c3c(sc(=N)c2c1N)NC(=O)CC3c1ccccc1 (configuration not stated)	105	103	-11	100	22	104	102	-10
CCN(C1=NS(=O)(=O)c2ccccc21)N(CC)S(=O)(=O)c1ccc(C)cc1	103	103	8	101	-1	107	96	-2
COc1ccc(CNC(=O)COC(=O)c2n[nH]c3ccccc23)cc1	114	105	4	101	10	104	108	-8
COc1ccc(-c2csc3ncnc(N4CCN(c5ccccc5[N+](=O)[O-])CC4)c23)cc1	96	nt	9	88	3	107	82	-10
COc1ccc2[nH]c(=O)c(CN(Cc3ccco3)C(c3nnnn3Cc3ccccc3)C(C)C)cc2c1 (configuration not stated)	99	86	-5	113	1	95	93	-22
O=C(N/N=C/c1coc2ccc(Cl)cc2c1=O)c1ccncc1	109	83	nt	?	nt	99	123	nt
CCCCOC1CC(c2ccc(OCc3ccc(OC)cc3)c(OC)c2)N(C)O1 (configuration not stated)	100	90	-3	96	-2	96	95	3
Cc1c(C)n(CC(O)CNCCO)c2ccccc12 (configuration not stated)	111	116	3	113	-2	114	99	1
CCCCCOc1ccc2oc(=O)c3c(c2c1)CCCN3C(=O)CN1CCCC(C(=O)OCC)C1 (configuration not stated)	105	108	10	108	0	106	113	11
CCCn1c(=O)c2c(C(F)(F)F)cc(-c3ccco3)nc2n(CCC)c1=O	91	105	-1	94	-1	94	83	-5
CC(NC(=O)c1ccco1)C(=O)OCC(=O)c1ccc(Cl)s1 (configuration not stated)	85	97	0	96	0	94	91	10
CC(=O)Nc1nc(C(=O)Nc2c(C)n[nH]c2C)cs1	98	nt	3	101	-2	102	93	-2

4 compounds already listed, sorted by the value under AGP1-GFP MLPCN, ascending.
| SMILES | AGP1-GFP MLPCN |
| --- | --- |
| CCCn1c(=O)c2c(C(F)(F)F)cc(-c3ccco3)nc2n(CCC)c1=O | 94 |
| O=C(CN1C(=O)NC2(CCc3ccccc32)C1=O)Nc1cccc(F)c1 (configuration not stated) | 97 |
| O=c1[nH]c2ccccc2n2c(C(F)(F)F)nnc12 | 100 |
| CCCC(C(=O)OCC)P(=O)(c1ccccc1)c1ccccc1 (configuration not stated) | 106 |
